S100A4 MyoIIA – inhibitors of human S100A4 binding to myosin IIA peptide | P26447 | S100A4/TAMRA-MyoIIA peptide fluorescence polarization | inhibition, % at 10.7 µM | 360,000 tested, 0.14% active | AID 652163;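 active = mean inhibition of at least 70% across replicates, with every replicate also reaching that level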
Target sequence (P26447 whole entry, looked up): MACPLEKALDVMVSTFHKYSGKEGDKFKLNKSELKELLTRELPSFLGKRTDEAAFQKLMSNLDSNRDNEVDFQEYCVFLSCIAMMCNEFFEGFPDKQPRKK
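Material: S100A4 monomer protein / Buffer or medium: 50 mM HEPES pH 7.2, 10 mM CaCl2, 100 mM KCl / Times: 5 min incubation before reading / Benchmarks: neutral control DMSO, positive control TFP / Reagent: labelled myosin peptide probe, 5 nM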
esBAF inh – blocks esBAF chromatin remodeling in mouse ES cells. Bmi1-luciferase knock-in reporter, 24 h; 100% = twice the neutral-well signal. reporter increase, % at 12.5 µM. 350,000 tested, 2% active; in the data active = activation above about 40%;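 also: 0% = median of the plate's neutral control wells and 100% = double that signal; a rise in the Bmi1 reporter signal indicates esBAF inhibition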
RAD54 branch – blocks human RAD54 Holliday junction branch migration. Q92698. FAM/BHQ fluorescence. inhibition, % at 10.4 µM. 360,000 tested, 0.14% active;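 active = mean normalized replicate activity at least 40 and at least half of replicates scoring 40 or more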;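 also: 0% = median of neutral control wells and 100% = median of positive control wells; inhibitors cause a drop in the FAM fluorescence signal; in these data hits start at about 50%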
Target sequence (Q92698 whole entry, looked up): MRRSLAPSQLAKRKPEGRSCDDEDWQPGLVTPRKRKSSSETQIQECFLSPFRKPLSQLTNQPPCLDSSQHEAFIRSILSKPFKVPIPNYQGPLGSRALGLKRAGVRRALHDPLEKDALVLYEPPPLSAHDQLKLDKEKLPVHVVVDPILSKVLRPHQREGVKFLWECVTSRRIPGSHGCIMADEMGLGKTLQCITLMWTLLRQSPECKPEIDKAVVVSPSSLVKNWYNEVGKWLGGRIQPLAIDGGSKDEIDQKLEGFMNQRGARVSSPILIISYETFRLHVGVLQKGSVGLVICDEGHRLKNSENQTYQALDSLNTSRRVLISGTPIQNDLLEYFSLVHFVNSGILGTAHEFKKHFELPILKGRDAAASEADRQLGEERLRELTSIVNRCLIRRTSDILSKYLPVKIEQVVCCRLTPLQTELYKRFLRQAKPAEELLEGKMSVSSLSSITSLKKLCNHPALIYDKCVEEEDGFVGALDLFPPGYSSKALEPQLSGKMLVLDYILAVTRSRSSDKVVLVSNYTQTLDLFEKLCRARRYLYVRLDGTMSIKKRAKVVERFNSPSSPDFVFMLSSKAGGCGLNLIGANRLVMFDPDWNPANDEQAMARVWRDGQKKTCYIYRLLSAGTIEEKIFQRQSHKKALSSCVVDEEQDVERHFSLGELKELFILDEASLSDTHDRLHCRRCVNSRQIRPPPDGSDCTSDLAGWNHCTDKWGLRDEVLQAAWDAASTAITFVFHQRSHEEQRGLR
EWS-Fli inh – EWS/Fli transcriptional activity inhibition | 350,000 tested, 0.67% active | inhibition, % at 12.6 µM | A673 NR0B1-luciferase reporter, viability-normalised;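 active = mean inhibition of at least 50% after viability correction, with every replicate also passing that limit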;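 also: firefly luciferase signal divided by Alamar Blue viability fluorescence both relative to DMSO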
RAD52 anneal inh – RAD52 (human) annealing inhibition | 360,000 tested, 0.46% active | recombinant RAD52 DNA annealing, FRET fluorescence | inhibition, % at 18.7 µM | P43351;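 active = every replicate showing at least 50% inhibition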
FN deposition inh – fibronectin deposition inhibition | inhibition, % at 12.6 µM | 350,000 tested, 0.086% active | AH1F fibroblasts, Alexa488-fibronectin deposition fluorescence, overnight | AID 743247;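 active = mean inhibition across replicates of 30% or more, regardless of how many single replicates reach that level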;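 also: positive control wells lacked labelled fibronectin entirely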
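Test system: AH1F fibroblast monolayer depositing Alexa488-labelled fibronectin into matrix. Input: 10000 cells per well. Technique: fluorescence, ex 485 nm, em 525 nm. Buffer or medium: DMEM plus 2% serum, read in PBS. Timing: 1 h cell adhesion before compound, then overnight fibronectin incubation. Compound: single dose, pinned. Read-out basis: inhibition from reduced deposited-fibronectin fluorescence.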
XiGFP reactiv – X-chromosome reactivation activator | AID 743238 | XiGFP mouse fibroblasts, % GFP-positive cells imaging, 3 d; cells co-treated with 5-aza-dC sensitizer; scaled so ellipticine positive control = 100% | 360,000 tested, 0.055% active | activation, % at 7.58 µM;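 active = mean normalized replicate activation at least 10% and every replicate at or above 10%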;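 also: 0% = median of on-plate neutral control wells and 100% = ellipticine 6 µM median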
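System: XiGFP fibroblasts, SV40-immortalized. Medium: DMEM plus 5-aza-dC sensitizer. Doses: single point. Timing: 3 d treatment, 15 min room-temperature fixation. Control set: ellipticine 6 µM.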
* marks the source's active call; other numbers are inactive results; · = no result given. This is a subset, so the mix of outcomes need not match the whole.

SMILES	S100A4 MyoIIA	esBAF inh	RAD54 branch	EWS-Fli inh	RAD52 anneal inh	FN deposition inh	XiGFP reactiv
O=C(CSc1nnc(-c2cccnc2)n1CCN1CCCCC1)Nc1cccc(Cl)c1	·	·	·	·	·	2	-0.2
CC(C)NC(=O)N(C)C[C@H]1Oc2ccc(N)cc2CC(=O)N(C)C[C@@H]1C	·	·	·	·	·	-2	0.0
COc1cc([N+](=O)[O-])ccc1NC(=O)COC(=O)c1n[nH]c2ccccc12	·	·	·	·	·	2	0.0
Cc1cc(C)c(C)c(N=Nc2nc3ccccc3n2C)c1C	·	·	·	·	·	0	-0.1
CCc1ccccc1NC(=O)c1ccc(NCCc2ccccc2)c([N+](=O)[O-])c1	·	·	·	·	·	16	0.1
Cc1ccc2[nH]c(=O)c(COC(=O)c3cccs3)cc2c1	·	·	·	·	·	-8	0.1
COc1ccc(C(=O)Nc2cccc(S(=O)(=O)N(C)C)c2)cc1S(=O)(=O)N1CCOCC1	·	7	2	-8	·	·	·
O=C(CN1C(=O)NC(Cc2c[nH]c3ccccc23)C1=O)Nc1ccccc1C(F)(F)F (centres undefined)	·	0	-10	11	·	·	·
COc1cc(C(=O)O)c2c(c1C)OC(=O)c1c(C)cc(O)c(C=O)c1O2	·	3	17	2	·	·	·
CCNC(=O)C[C@H]1CC[C@H]2[C@@H](COc3ccc(NC(=O)c4ccccc4Cl)cc3C(=O)N2C)O1	·	1	-1	-1	·	·	·
O=C(C[C@H]1C[C@H]2c3cc(NS(=O)(=O)c4ccc(F)cc4)ccc3O[C@H]2[C@@H](CO)O1)NCC1CC1	·	21	-1	-8	·	·	·
CNC[C@@H]1OCCCC[C@@H](C)Oc2ccc(NS(=O)(=O)c3c(C)noc3C)cc2C(=O)N([C@@H](C)CO)C[C@H]1C	·	4	-5	-12	·	·	·
C[C@@H]1CCCCO[C@H](CN(C)C(=O)CCC(F)(F)F)[C@@H](C)CN([C@@H](C)CO)C(=O)c2cc(NC(=O)c3ccncc3)ccc2O1	·	-5	-33	-3	·	·	·
CCNC(=O)C[C@@H]1CC[C@@H]2[C@@H](COc3ccc(NC(=O)c4ccccc4Cl)cc3C(=O)N2C)O1	·	2	8	-31	·	·	·
CN1C(=O)c2cc(NC(=O)c3ccc(C(F)(F)F)cc3)ccc2OC[C@@H]2O[C@@H](CC(=O)NC3Cc4ccccc4C3)CC[C@@H]21	·	-10	-4	18	·	·	·
CC1=C(C)C(=O)C(CCCCC#CCCCC#CCO)=C(C)C1=O	6	8	-3	·	·	·	·
CC(C)CCNC(=O)[C@H](CC(C)C)NC(=O)[C@H]1O[C@@H]1C(=O)O	0	-12	10	·	·	·	·
CC1(C)S[C@@H]2[C@H](NC(=O)C(C(=O)O)c3ccccc3)C(=O)N2[C@H]1C(=O)O (some centres undefined)	-9	2	9	·	·	·	·
COC1=C(N)C(=O)c2nc(-c3nc(C(=O)O)c(C)c(-c4ccc(OC)c(OC)c4O)c3N)ccc2C1=O	2	-5	-24	·	·	·	·
CNC[C@H]1Oc2c(N)cccc2C(=O)N([C@@H](C)CO)C[C@H]1C	·	1	·	-3	-16	·	·
NC(=O)NCC#Cc1ccc2c(c1)[C@]1(C(=O)N2)[C@H](C(=O)O)[C@H]2C(=O)O[C@H](c3ccccc3)[C@H](c3ccccc3)N2[C@@H]1c1ccccc1OCCO	-1	·	-15	-4	·	·	·
O=S(=O)(Nc1ccc(N2CCOCC2)cc1)c1cccs1	-4	·	-7	·	17	·	·
Cc1ccc(C(=O)C2C(c3ccc(-c4ccccc4[N+](=O)[O-])o3)NC(=O)NC2(O)C(F)(F)F)cc1 (centres undefined)	0	·	-4	·	-14	·	·
Cc1cc(C(=O)CCC(=O)N2CCN(S(=O)(=O)c3cccs3)CC2)c(C)s1	3	·	0	·	-67	·	·
COCCn1nnnc1C(c1cccs1)N1CCN(c2cccc(C(F)(F)F)c2)CC1 (centres undefined)	-3	·	-1	·	-8	·	·

Entries of single compounds from above.
Entry for C[C@@H]1CCCCO[C@H](CN(C)C(=O)CCC(F)(F)F)[C@@H](C)CN([C@@H](C)CO)C(=O)c2cc(NC(=O)c3ccncc3)ccc2O1 → S100A4 MyoIIA: ·; esBAF inh: -5; RAD54 branch: -33; EWS-Fli inh: -3; RAD52 anneal inh: ·; FN deposition inh: ·; XiGFP reactiv: ·
Entry for Cc1cc(C(=O)CCC(=O)N2CCN(S(=O)(=O)c3cccs3)CC2)c(C)s1 → S100A4 MyoIIA: 3; esBAF inh: ·; RAD54 branch: 0; EWS-Fli inh: ·; RAD52 anneal inh: -67; FN deposition inh: ·; XiGFP reactiv: ·
Entry for O=C(CSc1nnc(-c2cccnc2)n1CCN1CCCCC1)Nc1cccc(Cl)c1 → S100A4 MyoIIA: ·; esBAF inh: ·; RAD54 branch: ·; EWS-Fli inh: ·; RAD52 anneal inh: ·; FN deposition inh: 2; XiGFP reactiv: -0.2

Additional records
SMILES	S100A4 MyoIIA	esBAF inh	RAD54 branch	EWS-Fli inh	RAD52 anneal inh	FN deposition inh	XiGFP reactiv
CC(C)(C)c1ccc(CSc2nnc(-c3ccccn3)n2Cc2ccco2)cc1	2	·	-6	·	-19	·	·
Cc1ccc(C2=NNC(C(O)C(O)C(O)CO)S2)cc1 (centres undefined)	0	·	7	·	-5	·	·
CC(C)OC(=O)c1ccc(OC(=O)c2cccnc2)cc1	-1	·	-16	·	-5	·	·
COc1ccc(C(=O)COC(=O)c2ccc(OC)c(OC)c2)cc1OC	1	·	9	·	-14	·	·
COC(=O)C1=C(C)NC(=O)C1(NC(=O)c1cccnc1)C(F)(F)F (centres undefined)	2	·	0	·	-10	·	·
C[C@@]12CC(=O)NC1N(C(=O)c1cccc(C(F)(F)F)c1)C(c1ccccc1OC(=O)c1cccc(C(F)(F)F)c1)C2 (some centres undefined)	-1	·	2	·	-7	·	·
COc1ccc2ccc3c(c2c1)N=C[C@]1(O3)N(C)c2ccccc2C1(C)C	-2	·	4	·	-11	·	·
Cc1cccc(-n2c(SCC(=O)N3CCCC3)nnc2-c2ccccn2)c1C	-2	·	-5	·	-4	·	·
Cc1nc(NC(=O)c2ccc(Br)o2)sc1C	1	·	5	·	2	·	·
CCOc1ccc(S(=O)(=O)N2CCN(C(=O)c3cccn3C)CC2)cc1	1	·	-19	·	-2	·	·
O=S(=O)(c1ccccc1)N1CCCCN2[C@H](CO)[C@@H](c3ccc(C#Cc4ccccc4)cc3)[C@@H]2C1	-8	·	-9	·	-3	·	·
O=C(O)c1cccnc1-c1ncccc1C(=O)O	-1	·	-5	·	7	·	·
O=C(NCCNc1ccc([N+](=O)[O-])cc1)c1ccccc1Br	-11	3	·	·	-14	·	·
CCOC(=O)c1c(C)nn(Cc2cccc(Cl)c2)c1N	-2	0	·	·	-9	·	·
CNc1nc(N)c(C(=O)C(C)(C)C)s1	26	-7	·	·	-14	·	·
O=C1CC(c2cccs2)c2cc3c(cc2N1)OCCO3 (centres undefined)	-3	12	·	·	-11	·	·
COC(=O)c1ccc[n+](CC(=O)c2ccc(Br)cc2)c1	·	6	0	·	·	·	0.0
COc1ccc(NC(=S)Nc2cccc3cnccc23)cc1	·	20	4	·	·	·	0.1
Cc1ccc(C(=O)N/C(=C\c2ccco2)C(=O)NCc2cccnc2)cc1	·	0	-1	·	·	·	0.0
CN(C)c1ccc(C(CNS(=O)(=O)c2ccc(F)c(F)c2)c2c[nH]c3ccccc23)cc1 (centres undefined)	·	-1	-3	·	·	·	0.1
CN1CCN(S(=O)(=O)c2cc([N+](=O)[O-])ccc2N/N=C/c2ccc(Cl)cc2)CC1	·	2	8	·	·	·	-0.1
Nc1nc(NCC2CCCO2)nc(Nc2ccc(F)cc2)c1[N+](=O)[O-] (centres undefined)	·	-11	5	·	·	·	0.0
C=CCOc1c(Br)cc(/C=N/NC(=O)Cc2ccc(C(F)(F)F)cc2[N+](=O)[O-])cc1OC	·	-5	8	·	·	·	-0.1
Cc1cc(SCC(=O)c2cccs2)nc2ccccc12	·	30	-14	·	·	·	0.0
Cc1ccc(S(=O)(=O)N(C)C)cc1NC(=O)C1CCCC1	·	-6	-2	·	·	·	1.9

Some of these compounds in order of the esBAF inh value, highest first:
compound	S100A4 MyoIIA	esBAF inh	RAD52 anneal inh
Cc1cc(SCC(=O)c2cccs2)nc2ccccc12	·	30	·
O=C(NCCNc1ccc([N+](=O)[O-])cc1)c1ccccc1Br	-11	3	-14
Nc1nc(NCC2CCCO2)nc(Nc2ccc(F)cc2)c1[N+](=O)[O-] (centres undefined)	·	-11	·

(more compounds)
SMILES	S100A4 MyoIIA	esBAF inh	RAD54 branch	EWS-Fli inh	RAD52 anneal inh	FN deposition inh	XiGFP reactiv
CCOc1ccc(Cl)cc1/C=N/NC(=O)CNC(=O)c1ccccc1	·	-2	2	·	·	·	0.0
NC(=O)c1ccc[n+](Cc2cccc3ccccc23)c1	·	-1	15	·	·	·	0.0
Cc1ccc(C)c(S(=O)(=O)NCCCn2ccnc2)c1	·	-9	0	·	·	·	0.0
CSC1=NSC2=NC(=O)/C(=C\c3cccs3)C(=N)N12	·	24	-2	·	·	·	0.1
COc1ccc(Cl)cc1N(CC(=O)NCC(C)C)S(=O)(=O)c1ccc(C)c([N+](=O)[O-])c1	·	2	-3	·	·	·	0.0
CC(=O)Nc1c(C)ccc(CNC(=O)COc2cc(C)ccc2C)c1C	·	2	1	·	·	·	1.6
COc1ccc(CNC(=O)C(c2ccco2)N(C(=O)CNS(=O)(=O)c2ccccc2)c2ccccc2C)cc1 (centres undefined)	·	8	-5	·	·	·	0.0
Cc1ccc(NC(=S)NNc2ncc(C(F)(F)F)cc2Cl)cc1	·	-20	5	·	·	·	0.0
O=C(NC(=S)Nc1ccccn1)c1ccc([N+](=O)[O-])cc1	·	77*	-2	·	·	·	0.0
O=c1c2ccccc2nc(/C=C/c2ccc(O)cc2)n1CCc1ccccc1	·	2	-1	·	·	·	0.4
O=C(N/N=C/c1ccccc1OCC(=O)N1CCCC1)C(=O)Nc1ccccc1F	·	23	4	·	·	·	0.1
CCCNS(=O)(=O)c1ccc(CCC(=O)Nc2ccc3c(c2)OCO3)cc1	·	3	4	·	·	-5	·
O=C(CNS(=O)(=O)c1ccccc1F)Nc1ccc(N2CCOCC2)cc1	·	-2	-5	·	·	-3	·
CC1CC(C(F)F)n2nc(C(=O)O)cc2N1 (centres undefined)	·	-11	7	·	·	-4	·
Cn1c(SCC(=O)N2CCCc3ccccc32)nnc1-c1cccs1	·	-2	-13	·	·	-10	·
Cc1cc(NC(=O)CSc2nc3cc4c(cc3c(=O)n2CCc2ccccc2)OCO4)no1	·	18	9	·	·	6	·
O=C(CSc1nc2ccccc2c(=O)n1Cc1ccco1)c1ccccc1	·	5	4	·	·	-6	·
CCOC(=O)C1=NN(c2ccc(OC)cc2)C(c2ccccc2)CC1=O (centres undefined)	·	-13	-6	·	·	-9	·
CC(C)OCCCNc1ncnc2c1[nH]c1ccccc12	·	8	3	·	·	-4	·
O=C(Nc1ccccn1)C(NS(=O)(=O)c1cccc2nsnc12)c1ccccc1 (centres undefined)	·	7	0	·	·	-3	·
CCCn1c2c(c(O)c(C(=O)NCCCN(CC)CC)c1=O)CCCC2	·	-5	-18	·	·	3	·
COc1ccc(CNc2nc3c(c(=O)n(Cc4ccc(Br)cc4)c(=O)n3C)n2C)cc1	·	-2	3	·	·	-19	·
COc1cccc(C2NC(=O)NC(C)=C2C(=O)Nc2cccc(C)c2C)c1 (centres undefined)	·	-2	7	·	·	-12	·
COCCNC(=O)C(c1cccc(OC)c1)N(C(=O)Cn1nnc2ccccc21)c1cccnc1 (centres undefined)	·	-4	0	·	·	9	·
CCn1c(C(C)NC(=O)Cc2ccccc2)nc2ccccc21 (centres undefined)	·	-6	-13	·	·	2	·

Screening results from PubChem BioAssay.
